GPR55 beta-arrestin: selective activators of receptor GPR55 – imaging, U2OS cells, beta-arrestin-GFP redistribution, primary screen (AID 1961); U2OS GPR55 beta-arrestin-GFP redistribution imaging; higher % means a stronger effect; one-dose activation, % at 10 µM; EC50 in µM for titrated hits; actives 0.048% (n = 290,000);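 active = activation above 40% with more than 50 cells counted in the well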;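 note: U2OS osteosarcoma cells stably expressing GPR55 and beta-arrestin-GFP; plate controls were DMSO negative control for no effect and LPI positive control for full effect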
KOR beta-arrestin-1: KOR antagonists, beta-arrestin recruitment, cell-based, luminescence, uHTS (AID 1778); KOR beta-arrestin recruitment, luminescence, antagonist mode; higher % means a stronger effect; inhibition, % at 10 µM; hits with a dose series show IC50 in µM; actives 0.091% (n = 290,000); in the data active = inhibition above about 50%; note: strong numbers were not always called active
T cell modulator: T cell immune modulation candidate | 2C CD8+ T cell-vesicle binding, flow cytometry; stronger effect = lower value | calls only at 7 µM | actives 0.068% (n = 330,000) | AID 2052;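 active = response, share of CD8 T cells binding vesicles, and their 90th percentile fluorescence all below set limits, cut at about 80% in these data, passing the limit was not always enough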
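material = purified 2C TCR transgenic mouse naive CD8+ T cells | controls = Unloaded micro-vesicles (low), QL9 vesicles with 0.7% DMSO (high) | detection = cytometric PE anti-B7-1 and Alexa647 anti-CD8 signals after 1% paraformaldehyde fixation | incubation = binding step 1.5 h, 37 °C, antibody labelling 20 min, ice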
PhoP inhibition: PhoP-dependent GFP reporter repression – Salmonella Typhimurium, primary screen (AID 1863); S. Typhimurium PhoP-regulated promoter GFP reporter, 4 h; higher % means a stronger effect; inhibition, % at 50 µM, or IC50 in µM where a hit was titrated; actives 0.16% (n = 300,000);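 active = inhibition over 29.93%, a cutoff 3 SD above the screen mean, later confirmed by dose response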;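 note: 0% = low Mg2+ inducing control and 100% = high Mg2+ repressing control; strong numbers were not always called active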
West Nile antiviral: West Nile virus antiviral activity, cell-based, CPE readout (AID 1621); West Nile virus-infected cells, CPE inhibition; higher % means a stronger effect; actives 0.02% (n = 290,000); CPE inhibition, % at 10 µM, or IC50 in µM where a hit was titrated; in the data active = a potency from the dose series; note: strong numbers were not always called active
KOR beta-arrestin-2: kappa opioid receptor activators – cell-based, luminescence, uHTS, primary screen (AID 1777); KOR beta-arrestin recruitment, luminescence; higher % means a stronger effect; activation, % at 10 µM, or EC50 in µM where a hit was titrated; actives 0.02% (n = 280,000); in the data active = activation above about 50%, passing the limit was not always enough; note: a part of the inactive calls stands beside numbers as strong as those of hits
GPR55 antagonists: GPR55 antagonists blocking LPI-driven arrestin recruitment, primary screen, imaging, U2OS, beta-arrestin-GFP, LPI agonist (AID 2013); U2OS GPR55 beta-arrestin-GFP translocation imaging, LPI antagonism; higher % means a stronger effect; inhibition, % at 10 µM; hits with a dose series show IC50 in µM; actives 0.13% (n = 290,000);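 active = spots per cell inhibited over 60%, with over 100 cells counted and total cytoplasm intensity under 500,000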;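 note: U2OS cells stably carrying GPR55 and arrestin-GFP stimulated by 5 µM LPI near EC80; imaged beta-arrestin-GFP aggregate spots per cell after agonist stimulation; plate controls were LPI-stimulated DMSO wells for no effect and DMSO wells without LPI for full effect; some results filed as inactive read as strong as hits; confirmed hits need IC50 under 10 µM and bright autofluorescent wells are also inconclusive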
GPR35 antagonists: GPR35 antagonists blocking zaprinast-driven arrestin recruitment, primary screen, imaging, U2OS, beta-arrestin-GFP, zaprinast agonist (AID 2058) | U2OS GPR35 beta-arrestin-GFP translocation imaging, zaprinast antagonism; higher % means a stronger effect | actives 0.052% (n = 290,000) | inhibition, % at 10 µM; hits with a dose series show IC50 in µM;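 active = inhibition of at least 50% with at least 30 cells and total cytoplasm GFP at most 10,000,000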
NTR1 agonist: NTR1-driven beta-arrestin-GFP spot formation – imaging, U2OS cells, high content, primary screen (AID 493036); P30989; agonist mode; activation, % at 20 µM; actives 0.17% (n = 330,000);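 active = activation at or above 40% of the spot to cytoplasm intensity ratio, with at least 20 cells analyzed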;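 note: 0% = DMSO without peptide and 100% = 100 nM NTR1 peptide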
Target sequence (P30989 whole entry, looked up): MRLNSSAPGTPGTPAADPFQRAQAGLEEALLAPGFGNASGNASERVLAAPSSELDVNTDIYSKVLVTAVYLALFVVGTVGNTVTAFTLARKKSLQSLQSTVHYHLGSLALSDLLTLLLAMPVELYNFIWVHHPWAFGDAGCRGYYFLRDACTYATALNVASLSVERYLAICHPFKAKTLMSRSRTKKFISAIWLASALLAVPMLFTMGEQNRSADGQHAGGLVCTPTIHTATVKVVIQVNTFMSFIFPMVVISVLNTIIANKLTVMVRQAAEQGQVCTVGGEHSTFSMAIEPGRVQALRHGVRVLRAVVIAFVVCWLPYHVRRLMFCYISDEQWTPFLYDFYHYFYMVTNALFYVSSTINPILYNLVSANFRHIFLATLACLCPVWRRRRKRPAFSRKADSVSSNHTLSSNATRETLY
T cell modulator vesicle-bound %: second read-out of T cell modulator, no call of its own (marks repeat the call); double positive events, %; measured here: CD8+ vesicle-bound cell fraction;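 binding gate set so that unloaded-vesicle control wells show 10% double positive cells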
NTR1 agonist cell count 20 µM: further read-out of NTR1 agonist, marked with its call; cell count; measured here: cell count, cytotoxicity flag
* hit, by the source's call; [ ] = remark or other dose. Compounds were not picked by outcome; about 0.62% have a hit in one of these screens.

Results for COc1ccc(C(=O)N/N=C/c2ccc(OC)c(COc3c(F)c(F)cc(F)c3F)c2)cc1 ?
GPR55 beta-arrestin: 0.3%; KOR beta-arrestin-1: -6%; T cell modulator: inactive; PhoP inhibition: 1%; West Nile antiviral: -0.7%; KOR beta-arrestin-2: -3.0%; GPR55 antagonists: 6%; GPR35 antagonists: -5%; NTR1 agonist: 6.8; T cell modulator vesicle-bound %: 9; NTR1 agonist cell count 20 µM: 48

What do the screens show for `Cc1ccc(-c2c(C(=O)N/N=C/c3ccc(C)o3)nnn2-c2nonc2N)cc1`?
GPR55 beta-arrestin: -0.2%; KOR beta-arrestin-1: -20%; T cell modulator: inactive; PhoP inhibition: 4%; West Nile antiviral: 0.3%; KOR beta-arrestin-2: 1.4%; GPR55 antagonists: 16%; GPR35 antagonists: 9%; NTR1 agonist: 4.3; T cell modulator vesicle-bound %: 9; NTR1 agonist cell count 20 µM: 46

How did CC12CCC(C(N)=O)(c3nc4ccccc4nc31)C2(C)C (centres undefined) do in these assays?
GPR55 beta-arrestin: -0.1%; KOR beta-arrestin-1: 2%; T cell modulator: inactive; PhoP inhibition: 7%; West Nile antiviral: 0.2%; KOR beta-arrestin-2: -1.1%; GPR55 antagonists: 0%; GPR35 antagonists: 10%; NTR1 agonist: 2.9; T cell modulator vesicle-bound %: 36; NTR1 agonist cell count 20 µM: 57

Results for Nc1nncn1C(=O)CCc1ccccc1 ?
GPR55 beta-arrestin: 0.2%; KOR beta-arrestin-1: -17%; T cell modulator: inactive; PhoP inhibition: -15%; West Nile antiviral: 0.5%; KOR beta-arrestin-2: 1.0%; GPR55 antagonists: 4%; GPR35 antagonists: -9%; NTR1 agonist: -0.3; T cell modulator vesicle-bound %: 26; NTR1 agonist cell count 20 µM: 80

How did CCCCN1C(=S)NC[C@@H]1Cc1ccc(O)cc1 do in these assays?
GPR55 beta-arrestin: 0.3%; KOR beta-arrestin-1: 6%; T cell modulator: inactive; PhoP inhibition: 1%; West Nile antiviral: -0.2%; KOR beta-arrestin-2: -2.7%; GPR55 antagonists: -6%; GPR35 antagonists: -1%; NTR1 agonist: -2.9; T cell modulator vesicle-bound %: 60; NTR1 agonist cell count 20 µM: 97

How did O=C1NCC(=O)N(Cc2ccccc2)/C1=C/c1ccccc1 do in these assays?
GPR55 beta-arrestin: 0.1%; KOR beta-arrestin-1: -4%; T cell modulator: inactive; PhoP inhibition: -5%; West Nile antiviral: 0.2%; KOR beta-arrestin-2: -10%; GPR55 antagonists: 12%; GPR35 antagonists: -7%; NTR1 agonist: 1.6; T cell modulator vesicle-bound %: 56; NTR1 agonist cell count 20 µM: 39

What do the screens show for `CN(CC(=O)NCc1ccccn1)S(=O)(=O)c1ccccc1`?
GPR55 beta-arrestin: -0.3%; KOR beta-arrestin-1: -3%; T cell modulator: inactive; PhoP inhibition: 1%; West Nile antiviral: -0.3%; KOR beta-arrestin-2: -1.3%; GPR55 antagonists: 14%; GPR35 antagonists: 8%; NTR1 agonist: 1.4; T cell modulator vesicle-bound %: 48; NTR1 agonist cell count 20 µM: 47

What do the screens show for `CCCC(=O)Nc1cc(-c2cn3cccnc3n2)ccc1OC`?
GPR55 beta-arrestin: -0.1%; KOR beta-arrestin-1: 18%; T cell modulator: inactive; PhoP inhibition: 2%; West Nile antiviral: 2.0%; KOR beta-arrestin-2: 13%; GPR55 antagonists: 17%; GPR35 antagonists: -2%; NTR1 agonist: 0.0; T cell modulator vesicle-bound %: 12; NTR1 agonist cell count 20 µM: 82

Results for COc1ccc(-c2cn(-c3ccc(SC(F)F)cc3)c3[n+]2CCC3)cc1OC ?
GPR55 beta-arrestin: 0.3%; KOR beta-arrestin-1: 21%; T cell modulator: inactive; PhoP inhibition: 0%; West Nile antiviral: 0.4%; KOR beta-arrestin-2: 3.8%; GPR55 antagonists: 13%; GPR35 antagonists: 1%; NTR1 agonist: 1.6; T cell modulator vesicle-bound %: 40; NTR1 agonist cell count 20 µM: 81

How did O=C(CNc1cc(S(=O)(=O)N2CCCC2)ccc1OCC(F)(F)F)Nc1ccc(SC(F)F)cc1 do in these assays?
GPR55 beta-arrestin: 0.3%; T cell modulator: inactive; PhoP inhibition: 5%; West Nile antiviral: -0.9%; KOR beta-arrestin-2: -1.9%; GPR55 antagonists: 9%; GPR35 antagonists: 7%; NTR1 agonist: 4.9; T cell modulator vesicle-bound %: 18; NTR1 agonist cell count 20 µM: 65

Results for CC(C)CN(CC(C)C)C(=O)CN1c2cccc3cccc(c23)S1(=O)=O ?
GPR55 beta-arrestin: 0.0%; KOR beta-arrestin-1: -10%; T cell modulator: inactive; PhoP inhibition: -1%; West Nile antiviral: 0.3%; KOR beta-arrestin-2: -1.0%; GPR55 antagonists: -3%; GPR35 antagonists: 7%; NTR1 agonist: 1.7; T cell modulator vesicle-bound %: 29; NTR1 agonist cell count 20 µM: 98

How did CC(=O)Oc1ccccc1C1=NN(C(=O)/C=C/c2ccccc2)C(c2ccccc2)C1 (centres undefined) do in these assays?
GPR55 beta-arrestin: -0.1%; KOR beta-arrestin-1: 21%; T cell modulator: inactive; PhoP inhibition: 10%; West Nile antiviral: -0.2%; KOR beta-arrestin-2: -1.1%; GPR55 antagonists: -2%; GPR35 antagonists: -7%; NTR1 agonist: -0.4; T cell modulator vesicle-bound %: 51; NTR1 agonist cell count 20 µM: 34

How did COc1ccc(N2CCN(C(=O)CCC(=O)c3cc(C)sc3C)CC2)cc1 do in these assays?
GPR55 beta-arrestin: -0.5%; KOR beta-arrestin-1: -16%; T cell modulator: inactive; PhoP inhibition: 13%; West Nile antiviral: 0.5%; KOR beta-arrestin-2: 3.2%; GPR55 antagonists: 3%; GPR35 antagonists: -3%; NTR1 agonist: -1.9; T cell modulator vesicle-bound %: 37; NTR1 agonist cell count 20 µM: 19

Results for COc1ccc(OC)c(CCNC(=O)CCCc2nnc3n(C)c(=O)c4sccc4n23)c1 ?
GPR55 beta-arrestin: 0.3%; KOR beta-arrestin-1: -13%; T cell modulator: inactive; PhoP inhibition: -3%; West Nile antiviral: -0.3%; KOR beta-arrestin-2: -1.8%; GPR55 antagonists: -7%; GPR35 antagonists: -9%; NTR1 agonist: 23; T cell modulator vesicle-bound %: 36; NTR1 agonist cell count 20 µM: 48

What do the screens show for `COc1ccc(CN2C(=O)/C(=C/c3ccc(-c4ccc(Cl)c(C(=O)O)c4)o3)SC2=S)cc1`?
GPR55 beta-arrestin: -0.2%; KOR beta-arrestin-1: -56%; PhoP inhibition: -13%; West Nile antiviral: 0.3%; KOR beta-arrestin-2: -2.5%; GPR55 antagonists: 34%; GPR35 antagonists: 20%

What do the screens show for `FC(F)(F)c1cccc(-c2nnc3ccc(C(F)(F)F)cn23)c1`?
GPR55 beta-arrestin: 0.2%; KOR beta-arrestin-1: 14%; T cell modulator: inactive; PhoP inhibition: 8%; West Nile antiviral: -0.9%; KOR beta-arrestin-2: -7.3%; GPR55 antagonists: 5%; GPR35 antagonists: 11%; NTR1 agonist: -1.2; T cell modulator vesicle-bound %: 17; NTR1 agonist cell count 20 µM: 100

How did Cc1ccc(/C=N/n2c(COc3ccccc3)n[nH]c2=S)o1 do in these assays?
GPR55 beta-arrestin: 0.2%; KOR beta-arrestin-1: -7%[20 µM]; T cell modulator: inactive; PhoP inhibition: -9%; West Nile antiviral: -0.5%; KOR beta-arrestin-2: -3.1%; GPR55 antagonists: -3%; GPR35 antagonists: -8%; NTR1 agonist: 3.2; T cell modulator vesicle-bound %: 44; NTR1 agonist cell count 20 µM: 86

What do the screens show for `COC(=O)CC1c2ccccc2S(=O)(=O)N1Cc1ccccc1` (centres undefined)?
GPR55 beta-arrestin: 0.0%; KOR beta-arrestin-1: -3%; T cell modulator: inactive; PhoP inhibition: -4%; West Nile antiviral: -0.1%; KOR beta-arrestin-2: -3.1%; GPR55 antagonists: 10%; GPR35 antagonists: 3%; NTR1 agonist: 0.3; T cell modulator vesicle-bound %: 25; NTR1 agonist cell count 20 µM: 62

Results for COC(=O)Cc1csc(Nc2c(C)n(C)n(-c3ccccc3)c2=O)n1 ?
GPR55 beta-arrestin: 0.2%; KOR beta-arrestin-1: 4%; T cell modulator: inactive; PhoP inhibition: -5%; West Nile antiviral: 0.2%; KOR beta-arrestin-2: -4.4%; GPR55 antagonists: 1%; GPR35 antagonists: 4%; NTR1 agonist: -2.0; T cell modulator vesicle-bound %: 15; NTR1 agonist cell count 20 µM: 57

How did Cc1nc([N+](=O)[O-])c(C(=O)OCc2ccccc2)n1C do in these assays?
GPR55 beta-arrestin: 0.1%; KOR beta-arrestin-1: 12%; T cell modulator: inactive; PhoP inhibition: 10%; West Nile antiviral: -0.4%; KOR beta-arrestin-2: -5.8%; GPR55 antagonists: 9%; GPR35 antagonists: 2%; NTR1 agonist: -0.2; T cell modulator vesicle-bound %: 27; NTR1 agonist cell count 20 µM: 66

Results for CCc1nnc(NC(=O)CSc2nccn2-c2cc(C)cc(C)c2)s1 ?
GPR55 beta-arrestin: -0.1%; KOR beta-arrestin-1: 23%; T cell modulator: inactive; PhoP inhibition: 1%; West Nile antiviral: -0.7%; KOR beta-arrestin-2: -3.1%; GPR55 antagonists: -12%; GPR35 antagonists: 3%; NTR1 agonist: -0.5; T cell modulator vesicle-bound %: 36; NTR1 agonist cell count 20 µM: 105

Results for O=S(=O)(NCC(c1ccco1)N1CCN(c2ccccc2)CC1)c1ccc(F)cc1 (centres undefined) ?
GPR55 beta-arrestin: -0.2%; KOR beta-arrestin-1: 17%; T cell modulator: inactive; PhoP inhibition: -8%; West Nile antiviral: -0.8%; KOR beta-arrestin-2: -0.5%; GPR55 antagonists: 5%; GPR35 antagonists: 12%; NTR1 agonist: 2.3; T cell modulator vesicle-bound %: 49; NTR1 agonist cell count 20 µM: 46

How did COc1ccc(NCc2nnc(SCC(=O)N3CCCc4ccccc43)o2)cc1 do in these assays?
GPR55 beta-arrestin: -0.1%; KOR beta-arrestin-1: 22%; T cell modulator: inactive; PhoP inhibition: 12%; West Nile antiviral: -0.7%; KOR beta-arrestin-2: 5.4%; GPR55 antagonists: -3%; GPR35 antagonists: -5%; NTR1 agonist: -2.0; T cell modulator vesicle-bound %: 38; NTR1 agonist cell count 20 µM: 88

High-throughput results from PubChem.
